RGS4 block: RGS4 inhibitors, primary screen, cell-based, HEK293 M3R inducible RGS4, calcium flux | Regulator of G-protein signaling 4 (Homo sapiens), P49798 | Fluo-4 calcium flux; stronger effect = higher value; triggered by carbachol at its EC20 | B-score at 10 µM | 310,000 compounds, 0.45% hits;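 active = B-score, a plate-corrected calcium signal, over three deviations above library mean, with baseline fluorescence within five deviations of library mean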;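 note: RGS4 expression induced by doxycycline in cells with stable M3 receptor; B-score is computed from the integrated fluorescence ratio over baseline after carbachol; higher B-score means a larger calcium signal and so more RGS4 inhibition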
Target sequence (P49798 whole entry, looked up): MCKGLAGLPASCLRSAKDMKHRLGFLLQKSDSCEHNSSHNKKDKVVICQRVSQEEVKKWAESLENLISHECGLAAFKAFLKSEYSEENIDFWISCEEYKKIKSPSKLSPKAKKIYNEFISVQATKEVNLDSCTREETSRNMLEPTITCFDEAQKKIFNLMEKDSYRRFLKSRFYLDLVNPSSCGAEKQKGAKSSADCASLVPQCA
MrgX1 ag: agonists of human MrgX1 receptor, primary screen, HEK293 cells, Fluo-4 calcium flux | Fluo-4 calcium fluorescence, agonist mode; stronger effect = higher value | B-score at 10 µM | 310,000 compounds, 0.44% hits | AID 588627, 2011;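 active = calcium response B-score plate-corrected fluorescence ratio at least 3 library SD, with starting fluorescence B-score inside 5 SD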
Target sequence (Q96LB2 whole entry, looked up): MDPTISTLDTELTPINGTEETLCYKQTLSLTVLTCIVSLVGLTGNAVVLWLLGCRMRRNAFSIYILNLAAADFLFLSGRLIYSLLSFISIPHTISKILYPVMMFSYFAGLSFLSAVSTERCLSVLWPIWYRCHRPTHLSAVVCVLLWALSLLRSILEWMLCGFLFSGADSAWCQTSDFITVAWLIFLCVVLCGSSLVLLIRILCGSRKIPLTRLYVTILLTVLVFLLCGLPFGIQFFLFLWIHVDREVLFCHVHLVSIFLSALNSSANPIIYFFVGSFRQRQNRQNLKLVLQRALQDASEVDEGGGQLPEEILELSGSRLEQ
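Assay system: MrgX1-expressing HEK293 cells / Amount: fifteen thousand cells per well / Doses: test compound in the initial addition of three / Timing: cells plated overnight, dye loaded 0.5 h 37 °C, 0.5 h room temperature / Technique: kinetic calcium dye fluorescence, Fluo-4 NW / Control set: positive and negative controls per plate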
TMEM16A act: TMEM16A chloride channel activators or potentiators, primary screen, cell-based, HTS; B-score at 10 µM; 340,000 compounds, 0.3% hits; HEK293 TMEM16A/YFP-H148Q/I152L, iodide quench fluorescence; stronger effect = lower value;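 active = fluorescence-ratio B-score plate-corrected deviation score at least 3 library SD below zero, with starting fluorescence score within 5 deviations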;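 note: channel opened by trigger with iodide after compound preincubation; score built on the fluorescence ratio of max minus min over baseline; more negative score means more quench and so TMEM16A activation or potentiation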
RGS4 act: RGS4 potentiators or activators, primary screen, cell-based, HEK293 M3R inducible RGS4, calcium flux; carbachol calcium flux Fluo4; stronger effect = lower value; B-score at 10 µM; 310,000 compounds, 0.92% hits; AID 463111, 2010;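 active = B-score of the integrated calcium signal more than 4 SD below the library mean, with starting fluorescence not abnormally high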;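 note: negative B-score means reduced calcium response which marks RGS4 activation or potentiation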
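Assay system: HEK293 FlpIn-TREx cells, stable M3R, doxycycline-inducible RGS4 / Probe or stimulus: carbachol, ECmax concentration / Times: overnight RGS4 induction, 30 min dye load 37 °C, 20 min compound RT / Signal: kinetic calcium fluorescence imaging with Fluo4-AM dye, 2 µM / Measure: Agonist-evoked peak-minus-minimum fluorescence over baseline, integrated ratio, B score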
TMEM16A inh: TMEM16A chloride channel inhibitors, primary screen, cell-based, HTS; HEK293 TMEM16A/YFP iodide influx fluorescence, ionomycin; normalized B-score (activity score, 25-100; higher = stronger inhibition) at 10 µM; 310,000 compounds, 1.2% hits; Anoctamin-1 (Mus musculus), Q8BHY3;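 active = ratio plate-corrected score three or more library SD toward inhibition, starting fluorescence score within five deviations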;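 note: score derived from kinetic fluorescence span divided by baseline fluorescence per well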
MrgX1 allo act: positive allosteric modulators of MrgX1, primary screen, HEK293 cells, Fluo-4 calcium flux. Mas-related G-protein coupled receptor member X1 (Homo sapiens), Q96LB2. FDSS; stronger effect = higher value. B-score at 10 µM. 310,000 compounds, 0.63% hits;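 active = plate-corrected calcium response at least 3 library SD above typical, normal starting fluorescence, not activating the receptor alone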;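 note: compound read alongside a low EC10 to EC30 dose of BAM8-22 agonist; peak minus trough fluorescence over baseline measured at the second addition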
SKKanGAS inh: S. pyogenes SKKanGAS growth inhibitors in kanamycin, primary screen, streptokinase expression inhibitor project, SKKanGAS strain, BacTiter-Glo luminescence; 300,000 compounds, 1.3% hits; 6 h; inhibition, % at 7.5 µM; AID 1662, 2009;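 active = mean replicate score, as percent of positive control median, at least 50; inconclusive = mean below 50 but one replicate at or above 50; inactive = mean and every replicate below 50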;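 note: strain carries kanamycin resistance gene driven by streptokinase promoter and grows in 40 µg/ml kanamycin; loss of luminescence reflects streptokinase promoter inhibition or plain growth inhibition; 0% = median of DMSO wells and 100% = positive control at its reference dose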
MrgX1 antag: antagonists of human MrgX1 receptor, primary screen, HEK293 cells, Fluo-4 calcium flux. Mas-related G-protein coupled receptor member X1 (Homo sapiens), Q96LB2. BAM8-22 antagonism; stronger effect = lower value. B-score at 10 µM. 310,000 compounds, 1.3% hits. AID 588676, 2011;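 active = calcium-response B-score plate-corrected more than 3 library SD below zero, starting fluorescence within 5 deviations, no agonist response on first addition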;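 note: peak minus trough fluorescence over baseline after final BAM8-22 challenge near maximal dose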
TRPC6 act: mouse TRPC6 channel activators, primary screen, cell-based, HEK293, membrane potential dye | Short transient receptor potential channel 6 (Mus musculus), Q61143 | HEK293-TRPC6 membrane potential dye fluorescence; stronger effect = higher value | B-score at 10 µM | AID 2550, 2010 | 310,000 compounds, 0.13% hits;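 active = B-score of the integrated fluorescence ratio above library mean plus 3 SD, and starting fluorescence ratio within library mean plus 5 SD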;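 note: higher score means more depolarization so channel activation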
HDAC3 inhib: HDAC3 deacetylase inhibitors, primary screen, biochemical, fluorescence, cell-free homogeneous; Histone deacetylase 3 (Homo sapiens), O15379; recombinant HDAC3, fluorogenic peptide/trypsin coupled; inhibition, % at 8.3 µM; 320,000 compounds, 0.15% hits; in the data active = inhibition above about 26%, passing the limit was not always enough; inconclusive = no clear call, values can overlap the other calls
Target sequence (O15379 whole entry, looked up): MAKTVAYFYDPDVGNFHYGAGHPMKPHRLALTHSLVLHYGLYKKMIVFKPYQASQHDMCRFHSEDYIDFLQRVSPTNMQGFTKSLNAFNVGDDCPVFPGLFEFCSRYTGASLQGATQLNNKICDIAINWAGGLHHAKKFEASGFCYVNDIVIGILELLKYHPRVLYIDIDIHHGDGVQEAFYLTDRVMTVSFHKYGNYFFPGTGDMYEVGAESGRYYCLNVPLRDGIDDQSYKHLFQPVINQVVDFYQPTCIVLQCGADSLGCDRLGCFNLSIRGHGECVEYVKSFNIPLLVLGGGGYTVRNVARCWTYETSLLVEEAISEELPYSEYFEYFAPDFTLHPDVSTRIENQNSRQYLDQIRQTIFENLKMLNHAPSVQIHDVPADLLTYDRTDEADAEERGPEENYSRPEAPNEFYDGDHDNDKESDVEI
TRPC6 inh: mouse TRPC6 channel inhibitors, primary screen, cell-based, HEK293, membrane potential dye | Short transient receptor potential channel 6 (Mus musculus), Q61143 | ACh-evoked depolarization; stronger effect = lower value | B-score at 10 µM | 310,000 compounds, 1.1% hits;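 active = B-score under library mean minus 3 SD, initial fluorescence not abnormally high, positive integrated signal ratio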;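 note: B-score derived from integrated fluorescence ratio over the kinetic read; more negative B-score means stronger inhibition of depolarization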
* = called active by the depositor; i = inactive; ? = inconclusive; · = not tested or not shown; & = joins results of further samples. A portion of the library (hit frequency here may not be typical).

SMILES | RGS4 block | MrgX1 ag | TMEM16A act | RGS4 act | TMEM16A inh | MrgX1 allo act | SKKanGAS inh | MrgX1 antag | TRPC6 act | HDAC3 inhib | TRPC6 inh
Cc1nc2ccccc2c(=O)n1-c1ccncc1 | i | i | i | i | i | i | 1 | i | i | · | i
O=[N+]([O-])c1cc(F)c(N2CCCCC2)cc1Br | i | i | i | i | i | i | -2 | i | i | 6 | i
CC1CCC(C(C)C)C(OC(=O)Cn2c(COc3ccccc3)[n+](C)c3ccccc32)C1 (centres undefined) | i | i | i | -8* | i | i | 19 | -14* | i | 9 | i
COc1ccc(-c2cc(C(=O)N3CCC4(CC3)OCCO4)c3ccccc3n2)cc1 | i | i | i | i | i | i | 1 | i | i | -37 | i
COc1ccccc1CN1CCN(C(=O)Cc2ccccc2)CC1 | i | i | i | i | i | i | 0 | i | i | -2 | i
COc1ccc(CCNCc2cccc(C(F)(F)F)c2)cc1OC | i | i | i | i | i | i | -1 | i | i | 10 | i
N#C/C(=C(/O)c1ccc(S(=O)(=O)N(CCCl)CCCl)cc1)c1nc2ccccc2[nH]1 | i | i | i | i | i | i | -17 | i | i | -24 | i
COc1ccccc1OCC#CCN1CCOCC1 | i | i | i | i | i | i | 8 | i | i | -5 | i
COc1ccc(-n2c(/C=C/c3cccc(F)c3)nc3ccccc3c2=O)c(OC)c1 | i | i | i | i | i | i | 11 | i | i | 5 | i
NP(=O)(OCCCCc1ccccc1)Oc1ccccc1Cl (centres undefined) | i | i | i | i | i | i | -14 | i | i | 6 | i
Clc1ccc2c(c1)C(c1ccccc1Cl)=NCc1nnc(N3CCN(CCOc4ccccc4)CC3)n1-2 | i | i | i | i | i | i | 12 | i | i | 8 | i
CN(CCOc1ccc(C=C2C(=O)NC(=O)NC2=O)cc1)c1ccccn1 | i | i | i | i | i | i | 2 | i | i | · | i
CC1CN=C(NCc2ccc(F)cc2)S1 (centres undefined) | i | i | i | i | i | i | 11 | i | i | -5 | i
Clc1ccc(C(c2ccccc2)c2ncc[nH]2)cc1 (centres undefined) | i | i | i | i | i | i | 9 | i | i | -3 | i
CCOc1ccc(NC(=O)C2C3c4ccccc4C(c4ccccc43)C2C(=O)O)cc1 (centres undefined) | i | i | i | i | i | i | 1 | i | i | -3 | i
N#CC(c1ccccc1)N1CCOCC1 (centres undefined) | i | i | i | i | i | i | 10 | i | i | · | i
O=C1CN(C(=O)CN2CCCCC2)C(c2ccccc2)c2cc(Br)ccc2N1 (centres undefined) | i | i | i | i | i | i | 7 | i | i | -3 | i
CN1C(=O)/C(=C\N2CCc3ccccc32)C(=O)NC1=S | i | i | i | i | i | i | 3 | i | i | 3 | i
Cc1c(C(c2ccccc2Cl)c2c(O)c3ccccc3oc2=O)c(=O)n(-c2ccccc2)n1C (centres undefined) | i | i | i | i | i | i | 5 | i | i | -1 | i
CN1C(=O)N(C)C(=O)C2(Cc3cc([N+](=O)[O-])ccc3N(C)C2c2ccccc2)C1=O (centres undefined) | i | i | i | i | i | i | -7 | i | i | -2 | i
CC(C)CNP(=S)(c1ccccc1)C(C)(C)C (centres undefined) | i | i | i | i | i | i | 4 | i | i | 2 | i
CCCCCCC(=O)N/N=C/c1c(O)n(CCCC)c(=S)[nH]c1=O | i | i | i | i | i | i | 84* | i | i | 2 | i
Cn1ccc(NC(=O)CCl)n1 | i | i | i | i | i | i | 0 | i | i | 2 | i
COc1cc2c(c(OC)c1OC)-c1ccc(O)c(=O)cc1C(NC(C)=O)CC2 (centres undefined) | i | i | i | i | i | i | -4 | i | i | -3 | i
CCOc1ccc(-n2c(O)c(N=Nc3ccc([N+](=O)[O-])cc3)c(=O)[nH]c2=O)cc1 | i | i | i | i | i | i | 0 | i | i | 5 | i
COc1ccc([N+](=O)[O-])cc1N=Cc1c(O)n(CCc2ccccc2)c(=O)n(C(C)C)c1=O | i | i | i | i | i | i | 16 | i | i | 1 | i
FC(F)(F)Oc1ccc(NC2=NCCCS2)cc1 | i | i | i | i | i | i | 1 | i | i | -12 | i
CCOc1cc2c(cc1OCC)-n1cccc1C(c1cccc(OCC)c1O)NC2 (centres undefined) | i | i | · | i | i | i | -1 | i | i | -1 | i
Oc1ccc2c3c1O[C@H]1[C@@H](O)CC[C@@]4(O)[C@@H](C2)N(CC2CCC2)CC[C@]314 | i | i | i | i | i | i | 0 | i | i | -2&6 | i
O=c1[nH]c(=S)[nH]c(O)c1N=Nc1ccc2c(c1)OCO2 | i | i | i | i | i | i | -7 | i | i | 9 | i
CC(=O)NC1CC2CCC(C1)N2 (centres undefined) | i | i | i | i | i | i | 2 | i | i | 6 | i
Clc1ccc(CCNCc2ccncc2)c(Cl)c1 | i | i | i | i | 25* | i | -3 | i | i | · | i
CCC(C)NC(=O)c1c(N)n(CC2CCCO2)c2nc3ccccc3nc12 (centres undefined) | i | i | i | i | i | i | 2 | i | i | -9 | i
CC(C)Oc1ccc(C2C(C#N)=C(N)Oc3c2c(=O)oc2ccccc32)cc1 (centres undefined) | i | i | i | i | i | i | -2 | i | i | 8 | i
CCN(C(=O)Oc1ccccc1)c1ccc(C(O)(C(=O)OC)C(F)(F)F)cc1 (centres undefined) | i | i | i | i | i | i | -1 | i | i | 3 | i
Cc1cccc(N2C(=O)NC(=O)/C(=C/c3ccc(-c4ccc(C(=O)O)c(Cl)c4)o3)C2=O)c1 | i | i | · | i | i | i | -1 | i | i | 1 | i
COc1ccccc1C(=O)Nc1ccc2c(c1)CC1(C(=O)N(C)C(=O)N(C)C1=O)C1CCCN21 (centres undefined) | i | i | i | i | i | i | 11 | i | i | 0 | i
C/C=C(\C)C(=O)OC1C(C)=C2C(C1OC(=O)CCCCC)C(C)(OC(C)=O)CC(OC(=O)CCC)C1(O)C2OC(=O)C1(C)O (centres undefined) | i | 49* | · | -8.9* | 100* | i | 31 | i | i | ? | -5.8*
C=CCn1c(O)c(C(CC)=Nc2cc(OC)ccc2OC)c(=O)[nH]c1=O | i | i | i | i | i | i | -4 | i | i | -8 | i
CN1C(=O)NC(=O)/C(=C/c2ccc(C(=O)O)cc2)C1=O | i | i | i | i | i | i | -3 | i | i | -5 | i
COc1ccc2c(c1)/C(=C/c1cnc[nH]1)C(=O)N2 | i | i | i | i | i | i | -8 | i | i | 2 | i
O=[N+]([O-])c1ccc(NC2CCN(Cc3ccccc3)CC2)c2ccncc12 | i | i | i | i | i | i | -4 | i | i | -2 | i
CN1CC2([N+](=O)[O-])CC=C(Cl)C([N+](=O)[O-])(C1)C2 (centres undefined) | i | i | i | i | i | i | -5 | i | i | 0 | i
CCOc1ccc(C2SCC(=O)Nc3c2c(=O)[nH]n3C2CCCCCC2)cc1 (centres undefined) | i | i | i | i | i | i | -7 | i | i | -1 | i
O=C1Nc2ccccc2/C1=C/c1nc2ccccc2c(=O)n1-c1ccc(O)cc1 | i | i | i | i | i | i | 13 | i | i | 4 | i
S=C(NC1CCCCC1)N1CCC(c2cnc[nH]2)CC1 | i | i | i | i | i | i | -1 | i | i | 3 | i
O=C1/C(=C/c2cc([N+](=O)[O-])ccc2Cl)N2CCC1CC2 | i | i | i | i | i | i | 4 | i | i | -3 | i
CC(C)(C)C(=O)c1cn(Cc2ccccc2)c2ccccc12 | i | i | i | i | i | i | 5 | i | i | 8 | i
CCCCCCOc1ccc(CN2CCN(C)CC2)cc1 | i | i | i | i | i | i | -9 | i | i | -7 | i
Nc1ccnn1C1CCNCC1 | i | i | i | i | i | i | 1 | i | i | -5 | i

(list continues)
SMILES | RGS4 block | MrgX1 ag | TMEM16A act | RGS4 act | TMEM16A inh | MrgX1 allo act | SKKanGAS inh | MrgX1 antag | TRPC6 act | HDAC3 inhib | TRPC6 inh
O=C1C2CCCN2C(c2cccc(Cl)c2)N1c1ccccn1 (centres undefined) | i | i | i | i | i | i | -5 | i | i | -14 | i
CC1CCCC(NC(=O)CNC(=S)N2CC3CC(C2)c2cccc(=O)n2C3)C1C (centres undefined) | i | i | i | i | i | i | -1 | i | i | 2 | i
CN1CCN(Cc2cn(C)c3ccccc23)CC1CCO (centres undefined) | i | i | i | i | i | i | 1 | i | i | 1 | i
C=CCn1c(O)c(C(C)=NCCN2CCN(C(=S)NC)CC2)c(=O)[nH]c1=O | i | i | i | i | i | i | 6 | i | i | 5 | i
CC(C)(C)c1nc(N2CCN(C(=O)c3ccco3)CC2)c2nnn(Cc3ccccc3Cl)c2n1 | i | i | i | i | i | i | 40 | i | i | -4 | i
CC(O)CNc1ccc([N+](=O)[O-])c2cccnc12 (centres undefined) | i | i | i | i | i | i | 1 | i | i | 7 | i
O=[N+]([O-])c1cccc(CN2CCN(Cc3ccc(Cl)cc3)CC2)c1 | i | i | i | i | i | i | -3 | i | i | -2 | i
O=C(Nc1ccc(OC(=O)N2CCCC2)cc1)N1CCOCC1 | i | i | i | i | i | i | -6 | i | i | 0 | i
C=CCn1c(O)c(C(CC)=NCc2cc(OC)cc(OC)c2)c(=O)[nH]c1=O | i | i | i | i | i | i | -2 | i | i | 4 | i
CN1C(=O)C(Cc2cccs2)C(=O)N(C)C1=O | i | i | i | i | i | i | 12 | i | i | ? | i

Screens from PubChem BioAssay.
